Screening results deposited in PubChem BioAssay by National Center for Advancing Translational Sciences (NCATS).
Eya2 phos inh: qHTS Assay for Inhibitors of the Phosphatase Activity of Eya2. Protein phosphatase EYA2 (Homo sapiens), O00167. recombinant Eya2, OMFP fluorescence dephosphorylation (OMFP is methylfluorescein phosphate). Potency, µM (top dose mostly 76.9 µM), inactives show at the top dose activity, negative = inhibition, hits mostly inhibitors. actives 0.006% (n = 330,000). AID 488837, 2010; further: potency means the concentration at half of the fitted maximal effect; on the % scale 0 is the no-effect control and ±100 the full control effect
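Eya2 (0.2 uM) preincubated 10 min at ambient with compound, then OMFP substrate added at 50 uM; 10 min reaction in 50 mM HEPES pH 7.5, 50 mM NaCl, 5 uM MgCl2, 0.05% BSA, 1 mM DTT. Fluorescence read at Ex 485/Em 525 nm.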
TRPV1 ag: HTS Assay for Compounds that Act as Agonists of the Vanilloid Receptor 1; Transient receptor potential cation channel subfamily V member 1 (Homo sapiens), Q8NER1; TRPV1-expressing cells, Fluo-8 calcium influx, agonist mode; activation, % at 8.33 µM; actives 0.19% (n = 320,000); AID 540275, 2011; in the data active means activation above about 80%; inconclusive means between about 30% and that limit; further: 0% is about no effect
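Fluo-8 calcium influx in TRPV1-expressing cells, kinetic read (ex 480/em 520 nm). Compound added and read 3 min for agonist activity, followed by capsaicin at EC20 final and 2 min further read for enhancement.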
USP2a block: qHTS Assay for Inhibitors of Ubiquitin-specific Protease USP2a Using CHOP2 as the Reporter; Ubiquitin carboxyl-terminal hydrolase 2 (Homo sapiens), O75604; USP2 core, Ub-CHOP2 coupled fluorogenic reporter, 485/531; Potency, µM (titrated, usually from 38.3 µM), for the others: at the top dose activity change, negative = inhibition, actives largely listed as inhibitors; actives 0.01% (n = 330,000); AID 463254, 2010;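 further: potency means the concentration at half of the fitted maximal effect; plate controls were DMSO wells for no effect and full inhibition by NEM control for full effect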
Target sequence (O75604 whole entry, looked up): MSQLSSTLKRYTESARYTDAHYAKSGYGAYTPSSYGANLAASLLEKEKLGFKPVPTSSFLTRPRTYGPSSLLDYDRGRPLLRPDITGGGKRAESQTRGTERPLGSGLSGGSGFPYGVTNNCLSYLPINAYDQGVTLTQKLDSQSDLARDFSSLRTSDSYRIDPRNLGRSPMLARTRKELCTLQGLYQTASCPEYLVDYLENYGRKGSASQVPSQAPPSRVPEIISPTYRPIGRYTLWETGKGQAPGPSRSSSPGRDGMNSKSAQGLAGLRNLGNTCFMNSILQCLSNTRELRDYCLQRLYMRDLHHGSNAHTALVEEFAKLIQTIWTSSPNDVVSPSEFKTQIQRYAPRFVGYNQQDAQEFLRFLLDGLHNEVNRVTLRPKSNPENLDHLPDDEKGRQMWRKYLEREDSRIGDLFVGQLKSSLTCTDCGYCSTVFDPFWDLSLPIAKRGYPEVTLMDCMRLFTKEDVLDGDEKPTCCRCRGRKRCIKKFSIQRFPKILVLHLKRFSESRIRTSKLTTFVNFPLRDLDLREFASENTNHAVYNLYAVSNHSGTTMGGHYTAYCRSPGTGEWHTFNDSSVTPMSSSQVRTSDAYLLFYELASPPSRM
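USP2 core (10nM final) preincubated 30min RT with compound in 20mM Tris-HCl pH 8.0, 2mM CaCl2, 2mM beta-mercaptoethanol, 0.05% CHAPS; 25nM Ub-CHOP2 plus 25nM reporter substrate added, fluorescence (Ex485/Em531) read after 60min.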
ELG1 genotox: qHTS screen for small molecules that induce genotoxicity in human embryonic kidney (HEK293T) cells expressing luciferase-tagged ELG1. HEK293T ELG1-luciferase reporter, luminescence, 16 h. Potency, µM (top dose mostly 46 µM), for inactives: at the top dose activity change, positive = activation, most hits filed as activators. actives 1.3% (n = 330,000). AID 504466, 2011; further: potency means the concentration at half of the fitted maximal effect; % of control where 0% means no effect; nearly all actives have a fitted effect of over 60% in size
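Genotoxic stress is detected as increased luminescence from luciferase-tagged ELG1 in HEK293T cells, measured with ONE-Glo after a 16 hr treatment at 37 °C.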
ASM inhibitor: Inhibitors of Secretory Acid Sphingomyelinase (S-ASM): qHTS; Potency, µM (series often up to 57.5 µM), for inactives: at the highest dose activity change, negative = inhibition, most hits filed as inhibitors; AID 504937, 2011; actives 0.006% (n = 340,000); placental ASM, HMU-PC fluorogenic substrate, 60 min; Sphingomyelin phosphodiesterase (Homo sapiens), P17405; further: potency means the concentration at half of the fitted maximal effect
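Human placenta-derived ASM enzyme was preincubated with compound for 10 minutes at room temperature, then given fluorogenic substrate HMU-PC0 (9 uM final) for 60 minutes at 37 °C; a pH 10 stop preceded fluorescence reading at Ex 386/Em 447 nm.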
TSG101-PTAP inh: qHTS Assay for Iinhibitors of HIV-1 Budding by Blocking the Interaction of PTAP/TSG101; Tumor susceptibility gene 101 protein (Homo sapiens), Q99816; Fluorescence polarization, FITC-PTAP peptide / Tsg101 binding; Potency, µM (titrated, usually from 115 µM), without a hit: top-dose activity change, negative = inhibition, usual class: inhibitors; 340,000 tested, under 10 active; active means well fitted inhibition curve with a large enough effect in the main read-out, with a control signal flat, not every such curve was filed as active; inconclusive means small, poorly fitted or top-dose-only effect, or effect the other way, or a change in a side signal; inactive means no such curve, though single readings can be large or run the other way; further: potency means the concentration at half of the fitted maximal effect; % of control where 0% means no effect
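Fluorescence anisotropy tracks displacement of a FITC-tagged PTAP peptide (50 nM) from the Tsg101 binding domain (10 uM), following a 20 min room-temperature incubation at pH 7.5.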
p53 reactivation: qHTS assay for re-activators of p53 using a Luc reporter. actives 0.063% (n = 320,000). H1299 p53-A138V BP100-luciferase reporter, luminescence, 24 h. Potency, µM (top dose mostly 92.2 µM), for inactives: at the top dose activity change, positive = activation, actives largely listed as activators. AID 504706, 2011; further: potency means the concentration at half of the fitted maximal effect; % of control where 0% means no effect; nearly all actives have a fitted effect of over 45% in size
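H1299 (p53-null), stable ts p53-A138V + BP100-Luc; 1000 cells/well, Opti-MEM/10% FBS; cpd 4 pt, 1:5; 24 h, 37 deg C, 5% CO2; detection reagent 10 min RT; luminescence.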
BRCA1 expr up: qHTS Assay to Identify Small Molecule Activators of BRCA1 Expression; MCF7-BRCA1-FFLuc reporter, luminescence, 48 h; response scale: scaled: vehicle 0%, 10 µM genistein 100%; Potency, µM (series often up to 46.1 µM), for inactives: at the top dose activation, hits mostly activators; actives 1.1% (n = 380,000); further: potency means the concentration at half of the fitted maximal effect; nearly all actives have a fitted effect of over 80% in size; some results filed as inactive show a strong effect at the top dose
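Activators of BRCA1 expression were detected as increased firefly luciferase luminescence in engineered MCF7 cells after 48 h compound incubation. Signals were scaled to genistein 10 microM as full activation.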
B2AR arrestin: qHTS assay of beta-arrestin-biased ligands of beta2-adrenergic receptor. AID 492947, 2010. Beta-2 adrenergic receptor (Homo sapiens), P07550. beta-arrestin recruitment to beta2AR, cell-based reporter. Potency, µM (titrated, usually from 46.1 µM), for the others: at the top dose activation, usual class: activators. actives 0.02% (n = 330,000);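 further: potency means the concentration at half of the fitted maximal effect; 0% = DMSO controls and full agonism = EC100 isoproterenol or metaproterenol; nearly all actives have a fitted effect of over 65% in size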
Target sequence (P07550 whole entry, looked up): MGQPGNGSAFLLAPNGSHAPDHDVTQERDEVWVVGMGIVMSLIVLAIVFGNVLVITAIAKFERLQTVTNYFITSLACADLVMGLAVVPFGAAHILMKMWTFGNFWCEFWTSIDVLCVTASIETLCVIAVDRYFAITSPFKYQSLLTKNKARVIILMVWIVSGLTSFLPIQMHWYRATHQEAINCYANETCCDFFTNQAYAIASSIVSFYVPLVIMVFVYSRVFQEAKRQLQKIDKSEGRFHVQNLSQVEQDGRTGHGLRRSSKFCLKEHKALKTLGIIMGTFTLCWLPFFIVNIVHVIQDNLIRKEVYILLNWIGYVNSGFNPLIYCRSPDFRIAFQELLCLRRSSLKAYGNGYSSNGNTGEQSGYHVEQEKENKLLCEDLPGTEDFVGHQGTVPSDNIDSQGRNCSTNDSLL
uPA surface inh: qHTS for Inhibitors of Cell Surface uPA Generation; cell surface uPA generation assay, qHTS; Potency, µM (top dose mostly 38.3 µM), for the others: top-dose activity change, negative = inhibition, actives largely listed as inhibitors; actives 0.31% (n = 330,000); AID 540303, 2011; active means well fitted inhibition curve with a large enough effect; inconclusive means small, poorly fitted or top-dose-only effect; inactive means no such curve, though single readings can be large or run the other way; tested in mouse RAW 264.7 cells; further: potency means the concentration at half of the fitted maximal effect; on the % scale 0 is the no-effect control and ±100 the full control effect; nearly all actives have a fitted effect of over 55% in size
Integrin act MD: qHTS for Activators of Integrin-Mediated Alleviation for Muscular Dystrophy; actives 0.064% (n = 350,000); alpha7betagal myoblasts, beta-gal FDG fluorescence, 48 h; Potency, µM (top dose mostly 38.3 µM), for inactives: top-dose activation, hits mostly activators;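 further: potency means the concentration at half of the fitted maximal effect; 100% = response of the positive control SU9516; nearly all actives have a fitted effect of over 60% in size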
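Alpha7betagal+/- myoblasts (passage 13) were plated 16-24 hr, then exposed to compounds (1:260 dilution of DMSO stock) for 48 hours at 37C. After MPER lysis, β-galactosidase reporter activity was read as FDG fluorescence (ex 480/em 540) after 30 minutes.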
Active calls of the source: *; ? = inconclusive; . = not tested or not shown; & = joins results of further samples; [ ] = dose if it differs, or a comment. Unless noted, the call rests on the fitted dose curve; in most records, active means well fitted curve in the direction sought with a large enough effect; inconclusive means small, poorly fitted or top-dose-only effect, or another doubt; inactive means no such curve, though single readings can be large; an effect the other way counts as inactive or inconclusive. Random draw from the library; overall some 2.6% were active at least once.

SMILES	Eya2 phos inh	TRPV1 ag	USP2a block	ELG1 genotox	ASM inhibitor	TSG101-PTAP inh	p53 reactivation	BRCA1 expr up	B2AR arrestin	uPA surface inh	Integrin act MD
CC1(C2CC2)NC(=O)N(CC(=O)N2CCN(c3cccc(C(F)(F)F)c3)CC2)C1=O (stereo unspecified)	-15%	.	0%	-12%	-2%	-6%	-8%	-29%	0.5%	-1%	-17%
Cc1c(N)cccc1[N+](=O)[O-]	16%	-1	-1%	0%	-2%	-1%	6%	5%	0.3%	-3%	.
Cc1ccc(C(=O)N(Cc2nc3ccccc3c(=O)[nH]2)C2CCCC2)cc1	-5%	-2	2%	10%	0%	4%	7%	-23%	0.1%	1%	15%
Cc1nc2c(n1C1CCCCC1)C(=O)c1ccccc1C2=O	-4%	-4	-2%	-4%	3%	0%	-2%	6%	-0.6%	-1%	10%
Brc1c(CSc2nc3ccccc3o2)nc2ncccn12	14%	1	3%	?	42%[activator]	-3%	?	?	-0.3%	-3%	-22%
CC1CC(c2ccccc2)=Nc2ccccc2N1 (stereo unspecified)	-16%	-3	0%	11%	1%	-10%	17%	39%	-0.2%	-6%	-17%
C/C(=N\OC(=O)Nc1ccccc1)c1ccc(C)cc1	.	.	.	.	-1%	0%	.	?	.	5%	?
COc1ccc(C=NNC(=O)CCCCC(=O)NN=Cc2ccc(OC)cc2)cc1	.	.	.	.	-1%	-3%	.	-26%	.	6%	-13%
CCN1C(=O)c2cccc3c(S(=O)(=O)NCc4ccco4)ccc1c23	-20%	1	0%	?	94%	-16%	-7%	-42%	-0.1%	.	-47%[inhibitor][7.66 µM]
O=C(O)C1CCC(=O)N1C1CCCC1 (stereo unspecified)	-7%	-1	3%	-4%	0%	1%	-6%	-37%	-1.0%	8%	1%
C[C@H]1CCC[C@@]2(O[C@@H](CCO)C[C@@H](O)[C@@H]2O)O1	-1%	5	0%	1%	0%	2%	3%	7%	0.2%	14%	24%
CC(C)C(C)NC(=O)CSc1nc2scc(-c3ccco3)c2c(=O)n1-c1ccccc1 (stereo unspecified)	14%	9	1%	12%	-2%	-2%	0%	-28%	-1.8%	3%	-13%
COCc1ccc(-c2c(-c3ccsc3)oc(=O)c3cc(OC)c(OC)cc23)cc1	2%	.	0%	2%	-7%	-10%	?	5%	0.2%	3%	4%
CC(C)CN(C(=O)c1cccc(S(=O)(=O)N2CCN(Cc3ccccc3)CC2)c1)C1CCS(=O)(=O)C1 (stereo unspecified)	-24%	8	-1%	-4%	-1%	-1%	-2%	9%	-0.4%	-6%	-9%
CCOc1ccc(C(=O)c2ccccc2C(=O)O)cc1OCC	-25%	2	2%	2%	0%	4%	1%	0%	-0.1%	4%	-13%
COc1ccccc1N1CCN(C(=O)c2nn(-c3ccccc3OC)c(=O)c3ccccc23)CC1	0%	3	2%	-11%	3%	-9%	-7%	-12%	-0.4%	9%	-10%
Oc1ccc(NC(=S)Nc2ccccc2)cc1	-1%&11%	4&-7	-1%&3%	1%&-1%	6%&-1%	-4%&-4%	6%&6%	-32%&34%	3.1%&-0.6%	-13%&-2%	5%&-20%
S=C(NCc1ccco1)N1CCN(C/C=C/c2ccccc2)CC1	-6%	7	5%	-9%	4%	-2%	-1%	-8%	-0.1%	-6%	-22%
N#Cc1ccc(OCC(=O)OCC(=O)c2ccc[nH]2)cc1	10%	-7	1%	0%	0%	2%	1%	-7%	0.1%	2%	14%
S=c1nc(-c2ccccc2Cl)n(Cc2cccnc2)c2c1CCCC2	3%	-2	3%	1%	1%	-1%	2%	2%	-0.5%	-1%	10%
CC1(C)CC2(CCO1)OC(=O)CC2C(=O)Nc1c(Cl)cccc1Cl (stereo unspecified)	2%	0	-1%	-2%	1%	-5%	-4%	-15%	1.8%	0%	11%
COC(=O)c1c(CCl)noc1C(=O)NCC1CCCO1 (stereo unspecified)	-31%	0	4%	2%	0%	-3%	10%	-2%	-0.2%	?	7%
Cc1ccccc1N(Cc1cc(=O)[nH]c2ccccc12)C(=O)C(C)C	1%	-2	0%	-1%	4%	-9%	-1%	-12%	-0.8%	-1%	7%
COc1cccc(-c2cc(C(=O)Nc3ccccc3)c3ccccc3n2)c1	.	.	.	.	-12%	-3%	.	0%	.	2%	26%
Cc1ccc(N2CC(O)=C(c3ccccc3)C2=N)cc1	18%	1	5%	5%	4%	-2%	3%	13%	-0.2%	-9%	17%

Next results
SMILES	Eya2 phos inh	TRPV1 ag	USP2a block	ELG1 genotox	ASM inhibitor	TSG101-PTAP inh	p53 reactivation	BRCA1 expr up	B2AR arrestin	uPA surface inh	Integrin act MD
Cc1[nH]nc2c1-c1nc3ccccc3nc1C(C)(C)C2	7%[15.4 µM]	?	0%	-16%	17%	-2%	17%	-59%	0.5%	-12%	-25%
CC(Sc1nc2ccccc2n1C)C(=O)Nc1ccc(N2CCOCC2)cc1 (stereo unspecified)	0%	30	-5%	21%	0%	-2%	4%	7%	0.0%	-8%	-24%
NC(=S)Nc1ccc(F)cc1F	?	-3	0%	-1%	4%	-2%	3%	10%	0.3%	-8%	13%
C=CCNC(=O)CCCCCNS(=O)(=O)c1ccc(OC)cc1	-7%	-1	2%	1%	-1%	-6%	-4%	4%	-0.6%	.	-9%
NC(=O)C(c1ccccc1)C1CCCC1 (stereo unspecified)	4%	-1	-1%	0%	4%	-8%	-3%	2%	-0.3%	13%	13%
COc1ccc(N2C(=O)CC(Sc3nc4c(cc3C#N)CCC4)C2=O)cc1 (stereo unspecified)	-4%	1	2%	6%	-1%	-2%	4%	-5%	0.0%	0%	4%
COc1ccccc1CNC(=O)c1ccccc1OCc1ccc(F)cc1	-5%	?	1%	-5%	-2%	-1%	-10%	-52%	-0.3%	-1%	-33%
CCC[C@H]1COCCS(=O)(=O)N1Cc1ccccc1F	4%	2	0%	0%	-9%	-7%	8%	13%	-0.8%	-7%	13%
COc1cc(CNC2CCCC2)cc(OC)c1	2%	-2	0%	0%	-2%	-4%	-8%	-6%	-0.2%	-7%	-1%
C=CCOC(=O)N1CCC2CC1c1cc(-c3ccc(OC)cc3)ccc12 (stereo unspecified)	.	.	.	.	-22%	-1%	.	-21%	.	6%	-6%
CCOC(=O)C1=C(CC)Nc2ccccc2N/C1=N\S(=O)(=O)c1cccc(C(C)=O)c1	3%	.	4%	-1%	7%	0%	2%	2%	0.5%	-7%	-32%

Part of the list above in order of SMILES length, largest number first.
SMILES	Eya2 phos inh	TRPV1 ag	USP2a block	ELG1 genotox	ASM inhibitor	TSG101-PTAP inh	p53 reactivation	BRCA1 expr up	B2AR arrestin	uPA surface inh	Integrin act MD
CCOC(=O)C1=C(CC)Nc2ccccc2N/C1=N\S(=O)(=O)c1cccc(C(C)=O)c1	3%	.	4%	-1%	7%	0%	2%	2%	0.5%	-7%	-32%
COc1ccc(N2C(=O)CC(Sc3nc4c(cc3C#N)CCC4)C2=O)cc1 (stereo unspecified)	-4%	1	2%	6%	-1%	-2%	4%	-5%	0.0%	0%	4%
C=CCNC(=O)CCCCCNS(=O)(=O)c1ccc(OC)cc1	-7%	-1	2%	1%	-1%	-6%	-4%	4%	-0.6%	.	-9%
Cc1[nH]nc2c1-c1nc3ccccc3nc1C(C)(C)C2	7%[15.4 µM]	?	0%	-16%	17%	-2%	17%	-59%	0.5%	-12%	-25%

Entries of single compounds, quoted from the list. Values in the order: Eya2 phos inh	TRPV1 ag	USP2a block	ELG1 genotox	ASM inhibitor	TSG101-PTAP inh	p53 reactivation	BRCA1 expr up	B2AR arrestin	uPA surface inh	Integrin act MD
Cc1ccccc1N(Cc1cc(=O)[nH]c2ccccc12)C(=O)C(C)C is listed as 1%	-2	0%	-1%	4%	-9%	-1%	-12%	-0.8%	-1%	7%
CC1(C)CC2(CCO1)OC(=O)CC2C(=O)Nc1c(Cl)cccc1Cl (stereo unspecified) is listed as 2%	0	-1%	-2%	1%	-5%	-4%	-15%	1.8%	0%	11%
